Source: PubChem BioAssay
Pf gametocyte = P. falciparum stage V gametocyte viability inhibition | actives 0.065% (n = 150,000) | inhibition, % at 10.9 µM | P. falciparum stage V gametocytes, ATP luminescence, 24 h;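 active = inhibition above the mean plus 3 SD of compounds within the control limits, set per campaign, cut at about 38% in these data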;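 also: 0% = DMSO wells and 100% = medium only without gametocytes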
HRas wt GTP = human HRas wildtype GTP binding, change in either direction; P01112; GST-Ras wt beads, Bodipy-FL-GTP binding, flow cytometry; actives lie on both sides; GTP binding activity, % at 10 µM; actives 0.14% (n = 190,000); AID 759;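 active = GTP binding activity at least 20% away from the 100% baseline, either lowered as inhibitor or raised as activator; inconclusive = flagged as likely green fluorescent, judged across all proteins in the well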;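 also: 0% = unlabeled GTP competition control and 100% = no-compound control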
Rac1 act GTP bind = human Rac1 activated mutant GTP binding change; GST-Rac1 activated beads, fluorescent GTP binding, flow cytometry; actives lie on both sides; 100% means binding = to untreated wells; percent activity (GTP binding), % at 10 µM; actives 0.11% (n = 190,000); P63000;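 active = GTP binding at least 20 percentage points away from the 100% baseline, in either direction, so actives lie on both sides; inconclusive = Compound likely fluorescent itself, or too few beads counted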
Rab2 wt GTP = changes GTP binding to wildtype dog Rab2A, up or down. P61105. GST-Rab2 wt beads, Bodipy-GTP binding, flow cytometry. GTP binding activity, % at 10 µM. actives 0.19% (n = 190,000). AID 760;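 active = GTP binding activity at least 20 points away from 100%, either lowered or raised; inconclusive = signal likely due to the compound's own green fluorescence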;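 also: 0% = beads with excess unlabeled GTP and 100% = no-compound control corrected for plate trend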
Rac1 wt GTP bind = human Rac1 wildtype GTP binding, inhibitors and activators; P63000; GST-Rac1 beads, fluorescent GTP binding, flow cytometry; actives lie on both sides; 0 = cold GTP competed, 100 = untreated; GTP binding activity (% of control), % at 10 µM; actives 0.27% (n = 190,000); AID 757;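 active = GTP binding activity at least 20 points away from the 100% control level, either lower or higher; inconclusive = compound flagged as likely green fluorescent, judged across all proteins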
Mcl1 Noxa PPI = Mcl-1/Noxa interaction inhibition; Q07820; TR-FRET Mcl-1/Noxa peptide binding, 2 h; inhibition, % at 21.7 µM; actives 1.5% (n = 220,000); AID 1022;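 active = compounds that cut the protein-peptide binding signal by more than 50% relative to plate controls in a single-dose test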;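 also: His-tagged Mcl-1 with rhodamine Noxa BH3 peptide and terbium anti-His antibody; 0% = Mcl-1 plus Noxa peptide wells and 100% = peptide-only wells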
Target sequence (Q07820 whole entry, looked up): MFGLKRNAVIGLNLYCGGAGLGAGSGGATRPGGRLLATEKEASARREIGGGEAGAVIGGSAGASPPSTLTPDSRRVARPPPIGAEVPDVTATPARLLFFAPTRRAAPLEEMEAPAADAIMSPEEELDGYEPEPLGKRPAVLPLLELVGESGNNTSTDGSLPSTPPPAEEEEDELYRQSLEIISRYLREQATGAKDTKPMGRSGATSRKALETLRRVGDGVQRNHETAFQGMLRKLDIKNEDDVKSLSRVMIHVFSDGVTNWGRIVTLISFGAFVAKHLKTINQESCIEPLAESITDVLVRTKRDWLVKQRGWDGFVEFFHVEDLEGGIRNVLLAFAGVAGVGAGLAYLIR
RGS8-Gao reg = modulates binding of RGS8 to human Galphao | P09471 | multiplexed bead flow cytometry; actives lie on both sides | response (percent of control binding), % at 10 µM | actives 0.34% (n = 220,000) | AID 1423; in the data active = response below about 60% or above about 140%; inactive = in between;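 also: Galphao activated as the GDP aluminium fluoride complex binding bead-coupled RGS8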
Target sequence (P09471 whole entry, looked up): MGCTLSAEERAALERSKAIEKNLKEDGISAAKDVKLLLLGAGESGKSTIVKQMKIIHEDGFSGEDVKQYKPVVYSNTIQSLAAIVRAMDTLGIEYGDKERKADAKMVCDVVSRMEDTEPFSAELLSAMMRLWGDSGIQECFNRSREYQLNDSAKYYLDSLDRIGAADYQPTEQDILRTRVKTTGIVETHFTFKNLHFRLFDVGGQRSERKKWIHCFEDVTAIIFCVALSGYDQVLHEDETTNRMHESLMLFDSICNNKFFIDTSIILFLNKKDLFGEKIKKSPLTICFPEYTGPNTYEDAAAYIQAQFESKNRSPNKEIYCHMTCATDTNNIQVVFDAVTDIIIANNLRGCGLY
Mcl1 Bid PPI = Mcl-1/Bid interaction inhibition; TR-FRET Mcl-1/Bid-Dy647 peptide binding, 1536-well; actives 0.97% (n = 220,000); inhibition, % at 21.7 µM; Q07820;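 active = compounds that cut the binding signal by more than half at the single screening dose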;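 also: His-tagged Mcl-1 with europium anti-His antibody binding Bid BH3 peptide; 0% = Mcl-1 plus peptide wells and 100% = peptide-only wells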
Bim-Mcl-1 = disrupts Bim peptide binding to human Mcl-1. inhibition, % at 10 µM. Q07820. actives 0.1% (n = 190,000). Bead-based flow cytometry, Bim peptide-Mcl-1 binding. AID 1009; in the data active = inhibition above about 40%;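 also: 0% = no compound tracer wells and 100% = peptide blocker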
Rab7 wt modul = dog Rab7 wildtype GTP binding, inhibitors and activators; GST-Rab7 beads, fluorescent GTP binding, flow cytometry; actives lie on both sides; untreated = 100%, excess cold GTP = 0%; GTP binding activity (percent of control), % at 10 µM; actives 0.055% (n = 190,000); AID 758;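 active = fluorescent GTP binding to Rab7 beads changed by at least 20 points from the 100% baseline, either direction, mostly lower; inconclusive = compound itself probably fluorescent, or too few beads counted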;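 also: median green fluorescence of bound Bodipy-FL-GTP per Rab7 bead population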
Cdc42 wt = changes GTP binding to wildtype human Cdc42; percent activity (GTP binding), % at 10 µM; GST-Cdc42 beads, Bodipy-GTP binding, flow cytometry; actives lie on both sides; actives 0.2% (n = 190,000);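 active = percent activity GTP binding at least 20 points away from the 100% baseline, either down as inhibitor or up as activator; inconclusive = compound flagged as likely green fluorescent from well-wide comparison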;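 also: median bead fluorescence of bound Bodipy-FL-GTP at 100 nM; 0% = excess unlabeled GTP control and 100% = no compound control; below 100% means less GTP binding so inhibitor and above means activator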
Target sequence (P60953 whole entry, looked up): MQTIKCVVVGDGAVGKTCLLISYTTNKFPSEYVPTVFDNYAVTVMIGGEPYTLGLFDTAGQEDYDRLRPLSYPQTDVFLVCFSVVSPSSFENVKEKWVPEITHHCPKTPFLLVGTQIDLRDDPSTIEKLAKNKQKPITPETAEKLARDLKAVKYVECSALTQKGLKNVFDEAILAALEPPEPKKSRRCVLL
* marks the source's active call; other numbers are inactive results; ? = inconclusive; nt = no result given.

mol	Pf gametocyte	HRas wt GTP	Rac1 act GTP bind	Rab2 wt GTP	Rac1 wt GTP bind	Mcl1 Noxa PPI	RGS8-Gao reg	Mcl1 Bid PPI	Bim-Mcl-1	Rab7 wt modul	Cdc42 wt
CCn1c(C)nc2cc(S(=O)(=O)Nc3ccc(C)cc3)ccc21	32	95	96	97	97	9	98	-22	0	96	98
CCc1ccccc1NC(=O)Cn1nnc(-c2cccnc2)n1	12	100	100	104	103	-11	102	-29	0	103	103
N#C/C(=C\c1cccs1)c1nc2ccccc2[nH]1	5	101	100	99	102	13	102	-38	0	102	100
CCCCN(Cc1ccccc1)c1ncnc2nc[nH]c12	nt	103	100	104	107	-4	104	3	0	101	106
COc1ccc(-c2noc(CCC(N)=O)n2)cc1OC	nt	105	99	102	111	1	103	-16	-7	106	109
COc1ccccc1-c1cc(C(=O)Nc2ccc(F)cc2F)no1	5	102	101	101	103	-1	98	-17	-3	97	101
COc1ccc(S(=O)(=O)N2CCN(CCC(=O)Nc3ccc(F)cc3)CC2)cc1	-39	100	100	99	106	3	97	4	-2	99	103
CCOC(=O)N1CCC(=NNC(=O)c2ccc(O)cc2)CC1	nt	99	101	98	103	8	98	-58	0	99	102
Cc1ccc(NC(=O)Cc2cn(C)c3ccccc23)cc1F	-25	96	94	93	100	8	107	-18	0	95	94
Nc1nc(-c2ccccc2)c(N=Nc2cccnc2)s1	22	93	90	89	91	28	100	-3	1	91	91
O=C(CNS(=O)(=O)c1ccc(Br)cc1)N1CCOCC1	nt	98	99	98	99	1	99	-16	-3	98	100
Cc1cccc(OCc2nnc(SCC(=O)Nc3ccc(C)c(C)c3)o2)c1	-18	99	98	99	100	-50	105	-50	nt	96	101
CCOC(=O)N1CCN(C2OC(=O)c3ccccc32)CC1 (stereo not given)	nt	105	102	103	104	-3	100	-16	1	106	102
CCOC(=O)c1c(-n2cnnn2)sc(C)c1C	-10	102	101	101	103	-10	97	13	-6	102	103
COC(=O)Cn1c(=O)c2c(nc(Br)n2CC(=O)OC)n(C)c1=O	nt	99	98	98	105	9	99	-7	-2	99	101
CNC(=S)N1N=C(c2ccc(C)cc2)CC1c1ccc(Cl)cc1 (stereo not given)	25	104	101	105	104	-20	100	-8	0	97	104
CCOC(=O)CSc1nnc(-c2cccnc2)n1Cc1ccccc1	6	99	98	98	100	-2	104	-18	2	96	98
NC(=O)C1(N2CCCCC2)CCN(C(=S)NC2CCCC2)CC1	12	95	96	94	98	9	100	1	0	95	94
O=C(c1ccc(-c2ccc(Cl)cc2Cl)o1)N1CCOCC1	8	96	91	95	93	9	100	-16	-4	98	91
CCOC(=O)N1CCC(NC(=O)c2cccc3c2C(=O)N(c2ccc(OC)cc2)C3)CC1	nt	99	95	100	99	56*	99	-1	1	100	99
COc1ccc(NC(=O)c2ccccn2)cc1S(=O)(=O)N1CCOCC1	-26	99	96	101	99	15	98	-18	-4	102	99
COC(=O)c1ccc(Cl)c(NC(=O)CN2CCC(C)CC2)c1	14	97	99	96	95	2	101	-3	0	92	98
N#C/C(=C\c1ccc(N2CCCCC2)o1)C(=O)Nc1cccc(Br)c1	-6	?	?	?	?	17	103	-36	nt	?	?
O=C(/C=C/c1ccc2c(c1)OCO2)NCCSCc1cccc(Cl)c1	3	96	93	93	95	25	103	-9	0	93	93
COc1ccc(/C=N/NC(=O)CNC(=O)c2ccc(S(=O)(=O)N3CCOCC3)cc2)c(OC)c1	-18	103	97	98	102	3	100	-3	-5	102	101
Cc1ccc(Oc2ccc(N)cc2)cc1	nt	102	98	99	105	18	100	7	0	102	99
COc1ccc(CNc2nc(-c3cccnc3)nn2C(C)=O)cc1	-2	97	94	98	96	-10	97	8	-6	99	98
CCN(Cc1ccccc1)C(c1ccccn1)c1nnnn1C(C)(C)CC (stereo not given)	nt	103	97	101	101	-7	102	-18	-3	101	104
COc1cc(-c2nc(-c3cccc(C)c3)no2)cc(OC)c1OC	nt	99	99	97	105	3	94	8	-3	99	101
c1cncc(C(c2nnnn2C2CCCCC2)N2CCCCC2)c1 (stereo not given)	-9	96	98	94	105	21	106	-23	-2	94	97
COc1ccc(C(CNC(=O)C2CC(=O)N(Cc3ccc(C)cc3)C2)N(C)C)cc1 (stereo not given)	6	99	98	101	101	-3	101	-10	-2	100	98
COc1ccc(S(=O)(=O)NC(CC(=O)NCCc2ccccc2)c2ccco2)cc1 (stereo not given)	nt	100	96	100	100	31	101	-11	0	103	101
O=C(Nc1ccccc1)OCN1C(=O)c2ccccc2C1=O	-13	101	98	97	103	-6	102	-26	2	100	101
CN(C)c1ccc(C=NCCc2ccc(S(N)(=O)=O)cc2)cc1	-4	92	91	98	93	12	100	-17	-1	93	94
CCn1nc(C)c(/C=C/C(=O)Nc2ccc(C)cc2C)c1C	-32	100	101	99	101	8	104	-17	-6	99	100
C/C(CC(=O)NC1CCCC1)=N\NC(=O)Cc1csc(N)n1	nt	97	100	96	100	17	84	-80	-9	100	99
CCOC(=O)c1cnn(-c2cc(C)c3ccccc3n2)c1N	nt	99	98	100	101	-9	96	1	-4	102	100
CCN(CC)S(=O)(=O)c1ccc(/C=C/C(=O)Nc2c(C)n(C)n(-c3ccccc3)c2=O)cc1	nt	97	96	99	99	10	94	-10	0	107	93
c1ccn2cc(CSC3=NCCS3)nc2c1	nt	102	101	104	108	7	94	-22	-1	104	102
CC12CC(c3ccccc3O1)N(C(=O)c1ccco1)C(=O)N2c1ccccc1 (stereo not given)	13	103	99	99	104	13	109	-17	0	101	104
Cc1sc2ncnc(NCC3CCCO3)c2c1C (stereo not given)	nt	102	99	102	102	8	99	8	0	99	103
COC(=O)CCS(=O)(=O)c1nc(-c2ccccc2)cc(C(F)(F)F)n1	nt	103	103	104	110	-7	101	-8	-6	108	104
CCC(=O)N1CCc2cc(S(=O)(=O)CCC(=O)Nc3cccc(F)c3)ccc21	nt	97	98	96	101	3	102	-24	1	96	99
COc1ccc(CNC(=O)CCCCCNc2nc(=S)[nH]c3ccccc23)cc1	3	90	92	90	89	-23	101	-50	0	103	88
COc1ccc2c(c1)C(=O)[C@@H](O)[C@H](c1ccc(OC)c(Br)c1)O2	nt	101	99	99	101	10	101	31	-1	100	102
COC(C(=O)Nc1ccc(S(=O)(=O)Nc2cccc3ccccc23)cc1)c1ccccc1 (stereo not given)	0	98	97	96	100	-2	99	-15	-6	97	99
O=C(Nc1ccc(N2CCOCC2)c(Cl)c1)c1ccccc1F	nt	105	101	106	105	12	101	-10	0	105	108
CNC(=S)N/N=C/c1cn(CCOc2ccccc2OC)c2ccccc12	nt	100	99	99	104	-4	101	-71	-4	99	102
O=S1(=O)CCN=C2SC3=C(CCCC3)N21	6	99	98	99	99	-24	102	-9	-4	98	100
CC1(C)C(=O)Nc2ccccc2N1C(=O)COc1ncnc2ccccc12	-3	102	98	101	100	2	103	-17	0	100	101
O=C(Cn1ncn2c(cc3ccccc32)c1=O)NCCC1=CCCCC1	11	103	99	100	104	8	99	-3	-2	104	103
CC(=O)c1cccc(S(=O)(=O)Nc2ccc3nc(C)sc3c2)c1	5	95	91	92	95	15	103	-23	0	102	92
CCOC(=O)C1CCCN(c2nc3ccccc3nc2C(C#N)C(=O)OCCOC)C1 (stereo not given)	11	101	100	101	104	12	92	-18	2	100	101
COc1ccc(/C=N/NC(=O)C(=O)N2CCCC2)cc1	-2	99	96	101	95	12	102	0	0	104	99
COc1cccc(NC(=O)C(Sc2nnc3ccccn23)c2ccccc2)c1 (stereo not given)	15	100	100	97	103	-3	105	-7	-2	98	98
Cc1sc(NC(=O)c2ccco2)c(C(c2ccc(F)cc2)N2CCN(C)CC2)c1C (stereo not given)	nt	95	96	98	95	13	93	-37	-1	100	92
COCc1nnc(NC(=O)c2ccc(NC(C)=O)cc2)s1	26	101	99	101	105	17	64	-5	-4	94	100
O=C(c1ccccc1)c1ccc(OCCn2cnc3ccccc3c2=O)cc1	nt	99	96	96	101	-12	105	12	0	100	98
CCn1c(N2CCN(C(=S)NCCc3ccccc3)CC2)nc2ccccc21	nt	102	98	103	100	10	99	-76	0	104	104
Cn1c(SCC(=O)NCCc2ccccc2)nnc1-c1ccncc1	nt	103	99	98	102	-12	89	-20	0	98	104

Further entries
mol	Pf gametocyte	HRas wt GTP	Rac1 act GTP bind	Rab2 wt GTP	Rac1 wt GTP bind	Mcl1 Noxa PPI	RGS8-Gao reg	Mcl1 Bid PPI	Bim-Mcl-1	Rab7 wt modul	Cdc42 wt
O=C(/C=C/c1ccccc1)Nn1c(-c2cccs2)nc2ccccc2c1=O	-20	98	98	97	97	-8	100	-15	1	98	95
O=C(O)c1cccc2cccnc12	18	99	97	100	100	1	101	0	-5	100	105
CC(=O)c1ccc(S(=O)(=O)N2CCCCC2C(=O)O)cc1 (stereo not given)	nt	97	98	95	97	15	103	-17	0	90	96
COc1cc(/C=N/NC(=O)/C(=C/c2ccccc2)CCO)ccc1O	-4	101	100	98	103	23	103	-33	4	97	103
COC(=O)C1=C(C)NC(=O)C1(NS(=O)(=O)c1ccc(NC(C)=O)cc1)C(F)(F)F (stereo not given)	7	102	99	100	107	-6	101	-51	-2	99	98
CCc1[nH]nc2c1C(c1ccncc1)C(C#N)=C(N)O2 (stereo not given)	nt	99	99	100	99	-4	99	-27	-1	98	102
CCOC(=O)C1(CCCc2ccccc2)CCN(Cc2cn(CC)nc2C)CC1	nt	100	96	100	98	-10	105	-55	1	105	96
CC(=O)N1CCN(CC(=O)O)CC1	nt	102	99	102	102	-1	100	-43	0	111	102
O=C1N/C(=N/N=C/c2ccco2)SC1Cc1ccccc1 (stereo not given)	nt	100	99	100	99	10	102	-17	0	104	101
Cc1cccc(NC(=S)N/N=C/c2ccc3c(c2)OCO3)c1	nt	98	99	98	101	22	100	-67	0	100	100
Cc1cc(NC(=O)CSc2nnc(Cc3cccn3C)n2CCc2ccccc2)no1	nt	101	99	101	102	2	100	-20	-1	101	100
Cc1ccc(-c2nc3cnccn3c2Nc2ccc3c(c2)OCO3)cc1	nt	104	102	104	108	40	101	-32	2	105	105
